Screening results: PubChem, several laboratories
RAM inhibit – yeast RAM network inhibition | S. cerevisiae dse1pr::URA3 reporter, 5-FOA growth OD615, 2 d; analog-sensitive cbk1-as2 kinase mutant strain | inhibition, % at 50 µM | 190,000 compounds, 1.8% hits | AID 868;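 active = inhibition above a set limit, 3 SD over mean compound inhibition, cut at about 8.4% in these data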;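 also: 0% = DMSO-only wells with no growth and 100% = 10 µM 1-NA-PP1 full growth; inhibition rescues growth on 5-FOA so higher OD means more RAM inhibition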
TNAP inh noacc – TNAP (human) inhibition, acceptor-free conditions. purified TNAP, CDP-star luminescence, 30 min. inhibition, % at 20 µM. 200,000 compounds, 0.26% hits;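 active = tissue-nonspecific alkaline phosphatase inhibition above about 50% at 20 µM in the single-dose screen, limit read from the data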;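 also: 0% = DMSO negative control and 100% = EDTA positive control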
Target sequence (P05186 whole entry, looked up): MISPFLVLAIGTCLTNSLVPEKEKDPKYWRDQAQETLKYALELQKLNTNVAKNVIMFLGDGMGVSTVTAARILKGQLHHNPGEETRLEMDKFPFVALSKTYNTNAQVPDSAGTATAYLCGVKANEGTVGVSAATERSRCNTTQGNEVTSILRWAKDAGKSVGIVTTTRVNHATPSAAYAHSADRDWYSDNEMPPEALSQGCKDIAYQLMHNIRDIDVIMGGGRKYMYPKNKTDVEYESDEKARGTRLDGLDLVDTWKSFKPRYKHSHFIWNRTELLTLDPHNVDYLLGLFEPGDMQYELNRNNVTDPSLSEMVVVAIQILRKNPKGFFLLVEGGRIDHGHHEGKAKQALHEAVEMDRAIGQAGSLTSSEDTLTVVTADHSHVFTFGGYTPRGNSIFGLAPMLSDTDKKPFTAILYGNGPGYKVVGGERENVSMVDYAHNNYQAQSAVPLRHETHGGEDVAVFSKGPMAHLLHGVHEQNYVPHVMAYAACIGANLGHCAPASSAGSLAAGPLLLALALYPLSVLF
TNAP inh hiacc – inhibitors of human TNAP at high phosphate acceptor concentration. P05186. purified TNAP, CDP-star luminescence, 1 M DEA. inhibition, % at 20 µM. 200,000 compounds, 0.03% hits. AID 1135;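 active = over 50% inhibition of tissue-nonspecific alkaline phosphatase at 20 µM in the single-dose screen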;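 also: plate controls were DMSO wells for no effect and EDTA-quenched wells as full inhibition for full effect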
Hsp70 activator – Hsp70 transcriptional activation, primary screen. activation, % at 10 µM. 200,000 compounds, 0.04% hits. HeLa Hsp70 promoter luciferase reporter, luminescence; scaled: vehicle 0, proteasome-inhibitor control 100%. AID 1203;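 active = activation above the mean across all tested compounds plus 3 SD, cutoff set per campaign, cut at about 5.5% in these data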;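 also: 100% = MG132 at 30 µM as the positive control and 0% = DMSO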
HMGR II inh – inhibitors of class II HMG-CoA reductase from Enterococcus faecalis; purified E. faecalis HMGR, NADPH absorbance 340 nm kinetic; inhibition, % at 10 µM; 190,000 compounds, 0.41% hits;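 active = inhibition above a set limit, the median over all tested compounds plus 3 SD, cut at about 9.5% in these data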;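 also: enzyme runs in reverse so mevalonate oxidation gives rising NADPH absorbance; 0% = complete reaction with DMSO and 100% = background rate lacking mevalonate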
S1P3 antagonist – antagonists of human S1P3 receptor | 170,000 compounds, 0.27% hits | Q99500 | inhibition, % at 4.98 µM | CHO S1P3 NFAT-BLA reporter, FRET fluorescence, antagonist mode;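 active = inhibition above the plate cutoff, the mean inhibition of test wells on that plate plus 3 SD, cut at about 28% in these data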;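 also: cells challenged with S1P at its EC80 of 0.8 µM; blue over green emission ratio from cleaved BLA substrate after 4 h stimulation; 0% = S1P-stimulated wells and 100% = unstimulated DMSO-only wells; some compounds past the cut are filed as inactive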
Redox H2O2 prof – compounds producing H2O2 with reducing agent – biochemical, NIH compound library profiling, artefact control for MLSCN library redox annotation, primary screen; DTT-dependent redox cycling H2O2, phenol red/HRP absorbance; 100% = 100 µM peroxide control, 0% = buffer; 200,000 compounds, 0.03% hits; AID 878; activation, % at 10 µM;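 active = activation of at least 50% relative to the plate's high and low controls in the primary single-dose screen; inactive = activation below 50%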;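 also: compound incubated with DTT at 0.8 mM final as the reducing agent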
Lmaj promast – Leishmania major promastigote growth inhibition. Leishmania major promastigotes, resazurin fluorescence viability. inhibition, % at 10 µM. 200,000 compounds, 9% hits; in the data active = inhibition above about 50%;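 also: promastigotes grown with compound for 44 hours at 28 °C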
PMI act – increases human mannose-6-phosphate isomerase activity; P34949; purified human PMI, coupled resazurin fluorescence, 20 min; active compounds read high; 1 = vehicle control, 0 substrate-free wells; activation factor at 20 µM; 190,000 compounds, 0.005% hits;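 active = activation factor of 2 or more at 20 µM, relative to plate controls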
Target sequence (P34949 whole entry, looked up): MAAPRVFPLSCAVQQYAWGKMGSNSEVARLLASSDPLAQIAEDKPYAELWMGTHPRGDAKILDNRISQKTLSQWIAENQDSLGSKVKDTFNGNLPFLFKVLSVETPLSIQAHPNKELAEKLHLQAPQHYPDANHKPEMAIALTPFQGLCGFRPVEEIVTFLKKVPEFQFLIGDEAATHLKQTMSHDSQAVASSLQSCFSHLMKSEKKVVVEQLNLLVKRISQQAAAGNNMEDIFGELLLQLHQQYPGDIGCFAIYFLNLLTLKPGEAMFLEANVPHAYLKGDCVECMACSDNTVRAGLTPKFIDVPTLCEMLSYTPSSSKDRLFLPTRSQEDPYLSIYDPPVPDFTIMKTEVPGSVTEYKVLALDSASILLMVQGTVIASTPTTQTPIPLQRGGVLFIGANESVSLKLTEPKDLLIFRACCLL
PMI act satM6P – PMI (human) activation, high substrate. P34949. coupled PMI enzyme assay, resazurin fluorescence, 20 min; active compounds read high; 1 = untreated enzyme, 0 = substrate-free blank. activation factor at 20 µM. 190,000 compounds, 0.34% hits;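 active = activation factor of 2 or more at 20 µM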
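Material: human phosphomannose isomerase with PGI, G6PDH, diaphorase coupling enzymes / Reagent: Man-6-P substrate 1.0 mM / Dosing: single compound dose of 20 µM, 1% DMSO final / Incubation: enzyme reaction with compound 20 min at room temperature / Signal: resorufin fluorescence (Ex 544/Em 590 nm) from resazurin via diaphorase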
Numbers without * were called inactive; . = not tested or not shown. This is a random part of the collection; about 12% have a hit in one of these screens.

Structure | TNAP inh hiacc | Hsp70 activator | TNAP inh noacc | HMGR II inh | Lmaj promast | S1P3 antagonist | PMI act | Redox H2O2 prof | RAM inhibit | PMI act satM6P
CCN(CC)S(=O)(=O)c1ccc2c(c1)nc(SCC(=O)NC1CC1)n2-c1ccccc1OC | 1 | -0.2 | -11 | 0 | 80* | 20 | 1 | -3.3 | 1.2 | 1.1
COc1ccc(-n2c(=S)[nH]c3sc4c(c3c2=O)CCc2ccccc2-4)cc1 | -2 | -0.1 | -2 | 1 | -1 | -11 | 0.4 | 0.4 | 4.8 | 0.3
Cc1ccc(NC(=S)N(CCCN2CCOCC2)Cc2ccco2)cc1C | -4 | 0.3 | -6 | 0 | 6 | 5 | 1.1 | -0.5 | 2.2 | 1.1
CC(=O)Nc1ccc(N2CCOCC2)c([N+](=O)[O-])c1 | -4 | 0.5 | -11 | -2 | -4 | -16 | 1 | -1.0 | 1.6 | 1
O=C(Nc1ccc2oc(-c3ccccc3)nc2c1)c1cc(-n2cnnc2)ccc1Cl | -4 | -0.4 | -6 | -5 | 9 | 0 | 1 | -0.5 | 4.6 | 0.9
COc1ccccc1Nc1ccc([N+](=O)[O-])cc1N | 25 | -0.2 | 3 | -4 | 44 | -1 | 0.8 | 0.6 | 0.0 | 0.9
Cc1ccc(C(=O)NCCn2cc(SCC(=O)Nc3nnc(C)s3)c3ccccc32)cc1 | -7 | -0.3 | -18 | -1 | 8 | 19 | 0.9 | -1.1 | 3.1 | 0.9
Cc1cccc(Nc2ncnc3nc[nH]c23)c1C | -2 | -0.2 | -25 | -2 | 2 | -42 | 1.1 | -0.2 | 1.4 | 1.1
CCSC(C)CC1C/C(=N/O)c2c(CC)noc2C1 (stereo unspecified) | -9 | -0.3 | -9 | -5 | -6 | -36 | 0.9 | 0.4 | 1.3 | 0.9
COc1ccc(CNCCC(c2ccc(F)cc2)c2ccc(OC)cc2)cc1 (stereo unspecified) | -5 | -0.4 | -7 | 4 | 100* | -4 | 1 | 0.4 | -1.5 | 1
O=C(N/N=C/c1ccc(Br)cc1)c1ccc(Br)o1 | -1 | -0.1 | 5 | 1 | 3 | 8 | 1.1 | -0.2 | 0.8 | 1
CCNc1cc(N2CCOCC2)nc(SC)n1 | 0 | -0.3 | 10 | -6 | 9 | -17 | 0.9 | -0.5 | -0.2 | 1
Cc1ccc(-c2nc(N/N=C/c3cccc([N+](=O)[O-])c3)c3ccccc3n2)cc1 | 0 | -0.2 | -6 | . | 1 | . | 1 | -11 | -0.7 | 1.1
Cc1cc(N2CCOCC2)nc2ccc(NC(=S)N3CCN(Cc4ccccc4)CC3)cc12 | 1 | -0.4 | -3 | -9 | 37 | -17 | 0.9 | 0.5 | -0.4 | 0.6
CCOC(=O)c1[nH]c(C)c(C(=O)OCC)c1C | -1 | 0.2 | -15 | 0 | 6 | -2 | 1 | 0.5 | -1.8 | 1
O=[N+]([O-])c1ccc(O)c(/C=N/Nc2ccccn2)c1 | 2 | -0.4 | -1 | -12 | 89* | -6 | 1.2 | 1.1 | -1.1 | 1.2
COc1ccc(CNC(=O)C(=O)NCC(c2ccco2)N2CCOCC2)cc1 (stereo unspecified) | -3 | -0.2 | 3 | -2 | -6 | 1 | 0.9 | -0.1 | 2.1 | 1
O=S(=O)(N1CCOCC1)n1nnc2ccccc21 | -6 | -0.2 | -12 | 1 | 3 | 16 | 0.9 | 2.0 | 0.7 | 0.9
Cc1ccc(CN(Cc2cccnc2)C(=O)CN2C(=O)COc3ccccc32)o1 | -2 | -0.2 | -8 | -5 | 73* | 1 | 0.9 | 1.4 | 0.5 | 0.8
CCc1ccc(-n2nnnc2SCC(=O)NNC(=O)c2ccco2)cc1 | -5 | -0.4 | -16 | -2 | -8 | . | 0.9 | -6.8 | 0.3 | 0.9
CCCn1c(SCC(=O)NCc2cccs2)nc2c1c(=O)n(C)c(=O)n2C | -2 | 0.0 | -12 | -2 | -4 | -32 | 1 | -0.6 | 0.7 | 0.9
CCc1nnc(NC(=O)CSc2nnc(-c3c[nH]c4ccccc34)n2CC)s1 | -2 | -0.3 | 2 | -5 | -6 | 9 | 0.9 | 0.3 | 3.7 | 0.9
O=S(=O)(Nc1nc2ccccc2nc1NCc1ccco1)c1cccs1 | 3 | -0.4 | -9 | -6 | -4 | -9 | 1.5 | 2.4 | 0.9 | 1.9
CN(C)S(=O)(=O)c1cccc2nsnc12 | -9 | -0.2 | -3 | . | 0 | -5 | 1.1 | -1.4 | 0.4 | 1
c1csc(CN2CCN(Cc3cccs3)C2c2cccs2)c1 | -4 | -0.4 | -12 | 2 | 2 | -5 | 0.9 | 3.6 | 2.5 | 1
O=C(Nc1ccccc1-c1ccccc1)NC1CCN(CC(=O)N2CCOCC2)CC1 | 3 | -0.2 | -13 | -9 | 0 | -8 | 1 | 2.1 | 1.1 | 1
COc1ccccc1C1=NOC(Cn2c(=O)c3c(ncn3C)n(C)c2=O)C1 (stereo unspecified) | -6 | -0.1 | 4 | 1 | 18 | -52 | 1.1 | 1.6 | 0.6 | 1
O=C1C(Nc2ccccc2)=C/C(=N/S(=O)(=O)c2cccs2)c2ccccc21 | 26 | -0.3 | 23 | -3 | 101* | -16 | 1.2 | 102* | 1.5 | 0.6
CCn1c(/N=C/c2ccccc2NS(=O)(=O)c2ccc(C)cc2)nc2ccccc21 | 0 | -0.3 | -6 | -6 | 85* | -8 | 0.9 | 0.2 | 0.4 | 1
CCOc1ccc(C(=O)Nc2ccc(NC(=O)c3ccco3)c(Cl)c2)cc1Cl | 2 | 0.0 | 2 | -3 | -3 | . | 1 | 0.1 | 3.7 | 1

Profiles, quoted from the list.
Listed for `CCn1c(/N=C/c2ccccc2NS(=O)(=O)c2ccc(C)cc2)nc2ccccc21` = TNAP inh hiacc = 0; Hsp70 activator = -0.3; TNAP inh noacc = -6; HMGR II inh = -6; Lmaj promast = 85*; S1P3 antagonist = -8; PMI act = 0.9; Redox H2O2 prof = 0.2; RAM inhibit = 0.4; PMI act satM6P = 1
Listed for `Cc1ccc(NC(=S)N(CCCN2CCOCC2)Cc2ccco2)cc1C` = TNAP inh hiacc = -4; Hsp70 activator = 0.3; TNAP inh noacc = -6; HMGR II inh = 0; Lmaj promast = 6; S1P3 antagonist = 5; PMI act = 1.1; Redox H2O2 prof = -0.5; RAM inhibit = 2.2; PMI act satM6P = 1.1

Next compounds follow:
Structure | TNAP inh hiacc | Hsp70 activator | TNAP inh noacc | HMGR II inh | Lmaj promast | S1P3 antagonist | PMI act | Redox H2O2 prof | RAM inhibit | PMI act satM6P
CCC1(c2ccccc2)NC(=O)N(CC(=O)N2CCN(S(=O)(=O)c3ccccc3)CC2)C1=O (stereo unspecified) | -1 | -0.6 | -4 | -3 | 29 | -1 | 1.2 | -0.3 | 2.6 | 1.2
CC1CCN(S(=O)(=O)c2ccc3c(c2)oc(=O)n3CC(=O)N2CCc3ccccc3C2)CC1 | -6 | -0.3 | 8 | -1 | -10 | . | 1.1 | -1.2 | 4.2 | 1.1
O=S(=O)(c1ccc2c(c1)OCCO2)N1CCC(n2nnc3cc(F)ccc32)CC1 | -3 | 0.3 | -9 | 0 | 17 | 14 | 0.9 | -3.4 | 1.3 | 1
Cc1cc(C)nc(Sc2c(C)nn(-c3ccccc3)c2C)n1 | -6 | -0.4 | -20 | -4 | -3 | -6 | 1 | -0.2 | 0.2 | 1
Oc1ccc(Br)cc1/C=N/N1CCCCC1 | 5 | 0.2 | 25 | -5 | 52* | -5 | 0.8 | -0.5 | 0.0 | 0.9
c1ccc(CC2CCCNC2)cc1 (stereo unspecified) | -2 | 0.1 | -6 | -8 | 3 | -5 | 1 | 6.0 | 2.8 | 1
COCCCNC(=S)NNC(=O)c1ccoc1C | 0 | -0.2 | -37 | -7 | -7 | -13 | 0.9 | -0.3 | 1.3 | 0.9
CCOc1ccc(N2CC(C(=O)Nc3c(C)n(C)n(-c4ccccc4)c3=O)CC2=O)cc1 (stereo unspecified) | -4 | -0.2 | -13 | -9 | -5 | -20 | 1 | 0.1 | 0.1 | 0.9
CCOC(=O)/C=C/C(=O)Nc1ccc(S(=O)(=O)N2CCCCCC2)cc1 | -4 | -0.4 | -7 | -3 | 13 | -7 | 0.9 | 0.3 | 2.2 | 1
O=C(c1ccc(F)cc1)c1cn(Cc2ccc(F)cc2)c2cc3c(cc2c1=O)OCCO3 | -5 | -0.3 | -11 | -4 | 21 | -9 | 1 | 0.5 | 9.6* | 0.9
CCCCCCCCCCS(=O)(=O)N/N=C/c1ccc([N+](=O)[O-])cc1 | 4 | 0.8 | 2 | 2 | -7 | . | 0.9 | 0.1 | 0.9 | 1.1
Cc1nc2sc(C(c3cccs3)N3CCN(c4cccc(Cl)c4)CC3)c(O)n2n1 (stereo unspecified) | 2 | -0.4 | -11 | -3 | 17 | -6 | 1 | -1.4 | 3.4 | 0.9
CCc1nnc(NC(=O)c2c(O)c3c([nH]c2=O)CCCC3)s1 | -2 | -0.1 | 2 | -4 | 0 | . | 1.1 | 0.7 | 2.1 | 1
COc1ccccc1-n1c2c(cc(C(=O)N3CCC(C)CC3)c1=O)C(=O)CC(C)(C)C2 | -3 | -0.1 | -10 | -5 | -9 | -9 | 1.1 | -1.1 | -0.1 | 1.1
CCOC(=O)C1=C(C)NC2=C(C(=O)CCC2)C1c1cccs1 (stereo unspecified) | -4 | -0.1 | -13 | -3 | 16 | 15 | 0.8 | 2.6 | 1.4 | 0.8
S=C(NCc1ccco1)Nc1ccc(N2CCOCC2)cc1 | 2 | -0.3 | -14 | -3 | -3 | 2 | 1 | -0.1 | 2.0 | 1.1
O=S(=O)(c1ccc(N2CCN(Cc3ccc4c(c3)OCO4)CC2)nc1)N1CCOCC1 | -1 | -0.2 | -2 | 0 | 93* | -18 | 1 | 0.2 | 1.2 | 1
O=[N+]([O-])c1ccc(-n2nnnc2-c2ccccc2)c([N+](=O)[O-])c1 | -1 | 0.2 | -13 | -5 | 100* | 6 | 1 | 0.1 | 0.6 | 0.6
COc1ccc(CNC(=S)N/N=C/c2ccc(OC)c(OC)c2)cc1 | -2 | 0.1 | -10 | 3 | 28 | . | 0.9 | -4.9 | 5.0 | 1
CNC(=O)c1ccccc1-c1cn(C)c2ccccc2c1=O | -2 | 0.3 | -13 | -3 | -5 | -10 | 1.1 | -0.3 | 0.8 | 1
COc1ccc(C2C(C(=O)/C=C/c3ccco3)=C(O)C(=O)N2CCN2CCOCC2)cc1 (stereo unspecified) | 5 | -0.1 | 5 | -3 | -4 | -8 | 1 | 0.3 | 1.1 | 0.5
